m5-HT2A agonist: mouse HTR2A agonism via beta-arrestin recruitment. CHO-K1 mHTR2A beta-arrestin complementation, luminescence; percent of 30 µM serotonin response. AID 624169. activation, % at 7.6 µM. 0.66% of 360,000 active. P35363;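 active = activation above a run cutoff, the mean activation of all tested compounds plus 3 SD, cut at about 14% in these data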;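 note: 0% = plate median of compound wells and 100% = 30 µM serotonin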
Target sequence (P35363 whole entry, looked up): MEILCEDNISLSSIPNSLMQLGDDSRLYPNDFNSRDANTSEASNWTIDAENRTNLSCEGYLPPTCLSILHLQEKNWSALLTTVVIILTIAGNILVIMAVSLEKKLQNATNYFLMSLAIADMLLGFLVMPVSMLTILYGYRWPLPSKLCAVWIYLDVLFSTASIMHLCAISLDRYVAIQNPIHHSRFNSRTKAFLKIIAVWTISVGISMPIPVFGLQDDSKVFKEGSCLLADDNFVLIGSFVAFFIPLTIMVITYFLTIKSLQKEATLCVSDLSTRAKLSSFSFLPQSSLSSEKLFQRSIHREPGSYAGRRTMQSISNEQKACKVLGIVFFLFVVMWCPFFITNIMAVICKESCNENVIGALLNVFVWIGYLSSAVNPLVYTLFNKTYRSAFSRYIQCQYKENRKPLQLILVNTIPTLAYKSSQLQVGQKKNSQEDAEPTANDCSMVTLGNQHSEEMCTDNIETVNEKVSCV
N-glyco inh: blocks N-linked glycosylation in D54 reporter cells. AID 588692. 0.23% of 360,000 active. D54 ERlucT glycosylation luciferase reporter, 24 h; percent of 100 nM tunicamycin response. reporter increase, % at 12.5 µM;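 active = mean luciferase reporter signal, scaled so untreated is 0 and the glycosylation-blocking control 100, at or above a set limit in every replicate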;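 note: luciferase carries N-glycosylation sites so blocking glycosylation raises the light; 0% = median of neutral control wells and 100% = median of 100 nM tunicamycin wells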
ABCB6 inh 2: blocks the human ABCB6 transporter | fluorescence ratio to DMSO, % at 10 µM | 0.19% of 360,000 active | K562-ABCB6 porphyrin accumulation, flow cytometry, 1 h; active compounds read low;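 active = fluorescence ratio to DMSO below 75%, the collection mean minus 3 SD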;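 note: signal is porphyrin accumulated inside mitochondria; 100% equals median channel fluorescence of DMSO control wells; lower ratio means ABCB6 inhibition with less porphyrin fluorescence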
Vif inh: blocks HIV Vif function; HEK293T cells, Vif self-association by quenched fluorescence, imaging, 24 h; inhibition, % at 7.49 µM; 0.35% of 340,000 active; AID 602346; in the data active = inhibition above about 50%, passing the limit was not always enough; note: some results filed as inactive read as strong as hits
hiPSC survival: increases survival of single human iPS cells | hiPSC single-cell survival, ATPlite luminescence; 100% = ROCK inhibitor wells, 0% = DMSO | survival enhancement, % at 20 µM | 0.044% of 360,000 active; in the data active = survival enhancement above about 18%;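 note: cells exposed to compounds for 16 hours before the ATP read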
Cardio protect: myocardial damage modulation in H9c2 cells; H9c2 cardiomyocytes, H2O2 injury protection, ATPLite, 2 h; protection from H2O2 cell death, % at 20 µM; 0.63% of 360,000 active;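 active = compounds giving at least 50% protection of heart cells from peroxide-induced death in the single-dose screen, raw or plate-pattern-corrected value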;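 note: 0% = DMSO wells with peroxide and 100% = DMSO wells without peroxide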
PDI inh: PDI (human) enzyme inhibition | inhibition, % at 10 µM | 0.052% of 350,000 active | P07237 | PDI insulin aggregation turbidity, A650, 90 min;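 active = mean inhibition across replicates of 30% or more, whatever share of single replicates reach that level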;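 note: absorbance from insulin aggregation driven by PDI reduction with DTT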
Target sequence (P07237 whole entry, looked up): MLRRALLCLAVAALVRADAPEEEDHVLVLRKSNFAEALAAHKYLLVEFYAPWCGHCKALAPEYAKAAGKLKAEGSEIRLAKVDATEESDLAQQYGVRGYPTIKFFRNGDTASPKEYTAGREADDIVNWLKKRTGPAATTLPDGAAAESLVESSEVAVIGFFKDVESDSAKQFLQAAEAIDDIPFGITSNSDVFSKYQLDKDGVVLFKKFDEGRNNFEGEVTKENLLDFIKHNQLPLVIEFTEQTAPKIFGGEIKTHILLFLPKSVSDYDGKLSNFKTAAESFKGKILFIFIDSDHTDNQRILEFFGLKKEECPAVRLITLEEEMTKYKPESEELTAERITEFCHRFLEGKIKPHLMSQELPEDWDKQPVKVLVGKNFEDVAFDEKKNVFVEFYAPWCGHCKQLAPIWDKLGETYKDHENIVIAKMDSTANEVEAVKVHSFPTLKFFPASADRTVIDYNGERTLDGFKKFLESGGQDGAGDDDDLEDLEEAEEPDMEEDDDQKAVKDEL
Granule exo inh: lytic granule exocytosis inhibition; TALL-104 LAMP-1 surface exposure, flow cytometry; cells stimulated with thapsigargin and PMA; inhibition, % at 10 µM; 0.66% of 360,000 active; AID 651702;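 active = inhibition above about 55%, limit read from the data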
CaV13 ICDI inh: Primary screen for inhibitors of IQ motif and Ca2+-dependent inactivation inhibitor domain binding in CACNA1D, Förster resonance energy transfer in living cells, …; inhibition, % at 12.3 µM; AID 743397; HEK cells, CFP/YFP FRET ICDI-IQ, plate reader, 10 min; percent FRET-ratio fall versus neutral wells; 0.098% of 340,000 active;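 active = mean replicate inhibition of at least 30% and at least 1% of replicates passing that level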;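 note: 0% = median of the neutral control wells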
aDG glyco up: alpha-DG glycosylation activation; Pro5-aDG cells, alpha-DG glycosylation AlphaScreen (IIH6); 0% Pro5, 100% B10-LARGE cell signal; activation, % at 10 µM; 0.22% of 360,000 active; AID 624168;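 active = activation of at least 8% versus controls, or a plate z-score of at least 8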;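 note: Pro5 are CHO cells carrying HIG-tagged alpha-DG that lacks glycosylation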
The depositor's hits bear a star; nt = not tested or not shown; & = joins results of further samples.

SMILES	m5-HT2A agonist	N-glyco inh	ABCB6 inh 2	Vif inh	hiPSC survival	Cardio protect	PDI inh	Granule exo inh	CaV13 ICDI inh	aDG glyco up
COc1ccc(C(=O)NCC(c2ccco2)N2CCOCC2)cc1 (centres undefined)	0	3	98	3	-1.6	4	6	4	-10	0.1
CS(=O)(=O)N1CCCCC1c1cc(C(=O)NCc2ccccc2)no1 (centres undefined)	-1	1	93	-2	-3.0	5	2	-2	-12	-0.2
Cc1cccc(-n2c(O)c(C=Nc3c(C)n(C)n(-c4ccccc4)c3=O)c3ccccc3c2=O)n1	-2&3	-1&1	99&101	2&4	2.2&-4.8	1&14	0&9	0&6	-4	0.1&-0.3
CCC(C(=O)NC1CCCC1)N(C(=O)c1snc(C(N)=O)c1N)c1ccc(OC)cc1 (centres undefined)	13	-1	99	4	-0.2	2	10	3	-7	-0.1
Cc1ccc2nc3c(cc(C(=O)NCCc4ccccc4)c(=N)n3CCCN3CCOCC3)c(=O)n2c1	-7	3	97	13	-0.8	8	-1	80*	10	0.6
O=[N+]([O-])c1ccc(S(=O)(=O)N2CCN(c3ccccn3)CC2)cc1	-1	2	100	-8	-3.6	-2	-3	6	-5	0.3
COc1cccc(C(C)(O)c2nc(-c3cccc(C#N)c3)cs2)c1 (centres undefined)	-3	3	94	-10	4.6	-12	5	10	-6	0.2
CC(=O)c1ccc(NC(=S)NC(=O)CC(C)C)cc1	2	2	108	-2	4.5	-3	-6	-1	13	0.8
CCOC(=O)Cn1ccc2cc(S(=O)(=O)N3CCCC3)ccc21	-2	1	102	nt	-1.7	0	9	-2	-11	0.6
CNc1ncnc2c1ncn2[C@H]1CN(Cc2ccc3c(c2)OCO3)C[C@@H](CO)O1	-2	0	98	1	0.4	1	-1	-4	-2	-0.2
S=C(Nc1ccccc1Cl)N(Cc1ccccc1)Cc1cccnc1	-2	-4	100	-1	-0.3	5	-4	-2	7	-0.1
Cc1ccc(Cl)cc1N1CCN(C(=O)C2CCC(=O)N2C(C)C)CC1 (centres undefined)	2	1	97	18	1.5	1	-4	-9	-7	0.0
O=C(COc1cc2oc(=O)c3c(c2cc1Cl)CCC3)NCC1CCC(C(=O)O)CC1 (centres undefined)	-4	-2	93	-1	-0.3	1	9	3	-2	0.1
Cc1ccc(C(=O)NC2CCN(S(=O)(=O)c3ccccc3)CC2)cc1	-1	-1	97	-9	-0.3	-4	-4	-2	-3	0.0
Cc1ccc(CSc2nnc(SCC(=O)N/N=C/C=C/c3ccccc3[N+](=O)[O-])s2)cc1	3	-6	98	-3	-2.4	-16	1	0	-3	0.1
CSc1nccn1CC(=O)Nc1ccc(F)cc1	1	2	97	-10	6.3	6	4	-8	-5	0.0
COc1ccccc1NC(=O)C1C2CCCCC21 (centres undefined)	-5	0	95	-2	1.3	-1	-5	0	-4	0.1
C=CCn1c(=S)[nH]c2cc(C(=O)Nc3ccc(F)cc3)ccc2c1=O	0	0	95	-7	-0.1	0	7	10	-3	0.2
O=C(c1ccc2c(=O)n(CCc3ccccc3)c(=O)[nH]c2c1)N1CCN(c2ccccc2)CC1	4	0	99	-3	-0.4	-10	0	16	nt	0.0
COc1cccc(C(=O)N/N=C/c2ccc(OC3CSC3)cc2)c1	0	3	99	-16	5.3	3	4	-10	-5	0.1
Cc1c(C(=O)/C=C/N(C)C)nnn1-c1ccc(Cl)cc1Cl	3	2	99	1	-0.7	0	12	4	-5	0.1
Cc1c(C)c2ccc(OCC(=O)N3CCN(c4cccc(Cl)c4)CC3)cc2oc1=O	-2	2	99	2	-0.3	1	-8	-2	-7	-0.3
Clc1ccc(-n2ncc3c(NCc4cccs4)ncnc32)cc1	10	1	99	3	0.9	-7	0	-1	-4	-0.2
Nc1ccc(Sc2ccccc2)nc1	-1	-2	104	-4	0.0	6	-11	-1	-3	-0.2
CC(C)(C)NC(=O)C(c1ccc(C(F)(F)F)cc1)n1c(=O)c(-c2ccccc2)nc2ccccc21 (centres undefined)	1	nt	nt	nt	nt	nt	nt	-4	-5	-0.1
CC1CCN(C(=S)NC2CCCCC2)CC1	4	0	98	nt	0.0	-6	1	2	-3	0.0
Cc1cc(C)c(S(=O)(=O)N2CCCCC2CCNC(=O)C(=O)NCc2cccnc2)c(C)c1 (centres undefined)	-12	-3	97	9	-0.4	5	1	12	-6	-0.1
O=C(CSc1nc(=O)n2ccccc2n1)N1CCN(c2ccccc2)CC1	-4	-2	98	23	-0.5	4	8	-2	-6	-0.2
Cc1cc(C)c(S(=O)(=O)Oc2ccccc2[N+](=O)[O-])c(C)c1	-7	7	96	8	-0.5	-12	-5	0	-16	0.1
CC1(C(=O)Nc2ccc3c(c2)OCO3)CCN1C(=O)CCc1cccs1 (centres undefined)	-2	-1	103	-3	-1.3	1	8	12	-6	-0.3

A portion taken from the entries so far, as a working copy:
SMILES	m5-HT2A agonist	N-glyco inh	ABCB6 inh 2	Vif inh	hiPSC survival	Cardio protect	PDI inh	Granule exo inh	CaV13 ICDI inh	aDG glyco up
O=C(COc1cc2oc(=O)c3c(c2cc1Cl)CCC3)NCC1CCC(C(=O)O)CC1 (centres undefined)	-4	-2	93	-1	-0.3	1	9	3	-2	0.1
Cc1ccc(C(=O)NC2CCN(S(=O)(=O)c3ccccc3)CC2)cc1	-1	-1	97	-9	-0.3	-4	-4	-2	-3	0.0
Cc1ccc(CSc2nnc(SCC(=O)N/N=C/C=C/c3ccccc3[N+](=O)[O-])s2)cc1	3	-6	98	-3	-2.4	-16	1	0	-3	0.1
CSc1nccn1CC(=O)Nc1ccc(F)cc1	1	2	97	-10	6.3	6	4	-8	-5	0.0
COc1ccccc1NC(=O)C1C2CCCCC21 (centres undefined)	-5	0	95	-2	1.3	-1	-5	0	-4	0.1
C=CCn1c(=S)[nH]c2cc(C(=O)Nc3ccc(F)cc3)ccc2c1=O	0	0	95	-7	-0.1	0	7	10	-3	0.2
O=C(c1ccc2c(=O)n(CCc3ccccc3)c(=O)[nH]c2c1)N1CCN(c2ccccc2)CC1	4	0	99	-3	-0.4	-10	0	16	nt	0.0
COc1cccc(C(=O)N/N=C/c2ccc(OC3CSC3)cc2)c1	0	3	99	-16	5.3	3	4	-10	-5	0.1
Cc1c(C(=O)/C=C/N(C)C)nnn1-c1ccc(Cl)cc1Cl	3	2	99	1	-0.7	0	12	4	-5	0.1
Cc1c(C)c2ccc(OCC(=O)N3CCN(c4cccc(Cl)c4)CC3)cc2oc1=O	-2	2	99	2	-0.3	1	-8	-2	-7	-0.3
Clc1ccc(-n2ncc3c(NCc4cccs4)ncnc32)cc1	10	1	99	3	0.9	-7	0	-1	-4	-0.2
Nc1ccc(Sc2ccccc2)nc1	-1	-2	104	-4	0.0	6	-11	-1	-3	-0.2
CC(C)(C)NC(=O)C(c1ccc(C(F)(F)F)cc1)n1c(=O)c(-c2ccccc2)nc2ccccc21 (centres undefined)	1	nt	nt	nt	nt	nt	nt	-4	-5	-0.1
CC1CCN(C(=S)NC2CCCCC2)CC1	4	0	98	nt	0.0	-6	1	2	-3	0.0
Cc1cc(C)c(S(=O)(=O)N2CCCCC2CCNC(=O)C(=O)NCc2cccnc2)c(C)c1 (centres undefined)	-12	-3	97	9	-0.4	5	1	12	-6	-0.1

(continued)
SMILES	m5-HT2A agonist	N-glyco inh	ABCB6 inh 2	Vif inh	hiPSC survival	Cardio protect	PDI inh	Granule exo inh	CaV13 ICDI inh	aDG glyco up
O=c1c2c3c(sc2nc2n1CCC2)CCCCC3	-2	0	96	1	-0.4	10	4	0	-9	-0.6
O=C(Nc1ccc(Br)cc1Cl)N1CCOCC1	1	3	101	0	-0.7	2	-9	4	-5	-0.4
CCN(C(=O)c1cnc(OC)cc1C(F)(F)F)c1ccc(Cl)cc1	3	-3	96	2	0.5	-2	-8	-4	30	0.0
O=C(O)CCCNC(=O)/C(=C\c1ccccc1F)NC(=O)c1ccccc1	0	0	102	8	5.2	8	-5	1	-10	0.0
O=C(COc1cccc(F)c1)NNC(=O)c1cccc(-n2cccc2)c1	-7	2	100	0	0.2	-1	0	-4	-2	0.0
Cc1ccc(S(=O)(=O)N2CCN(C(=O)COC(=O)Cc3cccc(C(F)(F)F)c3)CC2)c(C)c1	4	-2	107	-11	0.0	-5	5	5	-4	-0.1
CCOC(=O)CSc1nc2sc(C)c(C)c2c(=O)n1N	6	0	102	-6	-0.9	-9	-11	-4	-4	0.2
Cc1c(C(=O)Nc2ccccc2F)sc2ncn(CC(=O)N3CCCCC3)c(=O)c12	5	-3	101	1	-0.6	1	0	-3	-3	0.1
Cc1nn(C)c(Cl)c1/C=N/OC(=O)c1ccccc1	-3	0	103	-10	-0.6	-8	-5	-2	-6	0.5
Cc1ccccc1NC(=O)NCCc1ccc(Cl)cc1	1	-1	101	-4	-0.6	-3	8	4	9	0.0
CN(CC(=O)Nc1cccc(F)c1)C(=O)Cn1c(=O)oc2ccccc21	-2	0	96	19	0.2	15	8	3	-2	0.0
Cc1cc(-n2c(C)cc(C(=O)CN3C(=O)NC4(CCCC4)C3=O)c2C)no1	7	-2	100	6	-1.7	13	-2	2	-8	-0.2
COc1ccc(CN2CCC(CO)(Cc3cccc(C(F)(F)F)c3)CC2)cc1Cn1cccn1	-6	-1	93	-6	-0.6	-8	4	6	2	2.5
CCOC(=O)C1=C(C)OC(=Cc2ccc(OC)cc2)C1=O	0	-3	97	4	-2.6	-17	-2	1	-5	1.3
O=C(c1ccco1)N1CCN(Cc2cc(=O)c(OCc3c(F)cccc3Cl)co2)CC1	-1	0	93	-5	1.3	-3	6	11	-6	-0.3
CC1(C)CC(=O)C=C(Nc2ccc(Cl)cc2)C1	-5	-2	97	0	0.3	0	-3	-8	-6	-0.2
COc1ccc(CCNC(=O)CCNS(=O)(=O)c2cccc3nsnc23)cc1OC	-4	1	96	-5	3.5	19	1	1	-4	-0.3
CC(=O)Nc1ccc2c(c1)nc(CCN1CCOCC1)n2C	5	1	87	3	1.9	1	3	-2	-5	0.5
O=C(c1ccccc1)N(Cc1ccc2c(c1)OCO2)Cc1nc2ccccc2c(=O)[nH]1	-10	2	115	nt	0.7	20	3	-3	-5	0.0
CCCS(=O)(=O)NC(=O)C1(C)CCN(C(=O)c2cccc(C(F)(F)F)c2)C1 (centres undefined)	0	2	99	0	1.0	4	-3	-1	-6	-0.4
COc1cc(Cl)c(S(=O)(=O)N2CCN(Cc3ccc4c(c3)OCO4)CC2)cc1Cl	-6	0	96	15	0.7	-18	nt	-2	-11	0.0
